# POLH inh: blocks human DNA polymerase eta activity; Q9Y253; recombinant Pol eta, fluorescent DNA replication assay; Potency, µM (highest dose often 114 µM), for inactives: at the top dose activity change, negative = inhibition, hits mostly inhibitors; 1.2% of 390,000 active; active = well fitted inhibition curve with a large enough effect; inconclusive = small, poorly fitted or top-dose-only effect, or another doubt; inactive = no such curve, though single readings can be large or run the other way
# Target sequence (Q9Y253 whole entry, looked up): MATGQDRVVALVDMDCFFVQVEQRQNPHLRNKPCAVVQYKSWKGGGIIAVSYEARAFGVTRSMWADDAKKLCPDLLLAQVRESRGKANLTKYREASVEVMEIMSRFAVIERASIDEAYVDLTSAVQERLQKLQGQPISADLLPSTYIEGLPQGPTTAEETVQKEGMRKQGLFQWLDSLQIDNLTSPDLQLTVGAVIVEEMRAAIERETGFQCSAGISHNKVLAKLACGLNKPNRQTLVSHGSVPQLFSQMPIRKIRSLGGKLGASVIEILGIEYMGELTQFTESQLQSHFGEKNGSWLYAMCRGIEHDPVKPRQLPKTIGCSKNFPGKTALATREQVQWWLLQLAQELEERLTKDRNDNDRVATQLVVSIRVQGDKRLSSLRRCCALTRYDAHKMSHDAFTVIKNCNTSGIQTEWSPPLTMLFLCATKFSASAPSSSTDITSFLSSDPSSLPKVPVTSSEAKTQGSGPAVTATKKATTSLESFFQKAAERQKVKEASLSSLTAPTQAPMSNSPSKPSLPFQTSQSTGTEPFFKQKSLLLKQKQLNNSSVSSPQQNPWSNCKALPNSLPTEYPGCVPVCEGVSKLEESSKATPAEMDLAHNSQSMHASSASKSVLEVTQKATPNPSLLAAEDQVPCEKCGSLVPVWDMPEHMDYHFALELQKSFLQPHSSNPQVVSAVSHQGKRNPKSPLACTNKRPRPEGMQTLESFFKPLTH
#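 Pol eta at 10 nM preincubated with compounds 15 min at room temperature; reaction started with fluorescent substrate (50 nM final) and read kinetically at 0 and 10 min.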
# * hit, by the source's call; ? = inconclusive. % is set by controls: 0 for no effect and ±100 for the full control effect; potency is the fitted concentration of half-maximal effect. Not all compounds are listed; count on the stated rates, not on these rows.
SMILES,POLH inh
COc1ccc(CNC(=O)CCNC(=O)C2CCN(S(=O)(=O)c3ccc(OC)cc3)CC2)cc1,-3%
COc1ccc(S(=O)(=O)N2CCC(C(=O)N[C@@H](C)C(=O)N3CCCC3)CC2)cc1,-19%
Cc1ccc(N(CC(=O)N2CCCCCC2)S(C)(=O)=O)c(C)c1,5%
CC1(C2CC(=O)c3c(O)ccc(O)c3C2)OCCO1 (stereo unspecified),1%
NNC(=O)CN1C(=O)C2(OCCO2)c2ccccc21,-16%
CCN1CCN(CCNC(=O)c2ccc3c(c2)NC(=O)/C(=C\c2cccc(Cl)c2)S3)CC1,1%
CCCCN1C(=O)C(CC(=O)NCCc2ccccn2)CC(C(=O)N(CC)CC)=C1C (stereo unspecified),-2%
C[C@@H]1CCCCO[C@@H](CN(C)Cc2ccncc2)[C@@H](C)CN([C@H](C)CO)C(=O)c2cc(NC(=O)c3ccccc3)ccc2O1,-12%
O=C(Cc1ccc(Cl)cc1)Nc1cccnc1Cl,-17%
CC(=O)c1c(O)c(C)c(O)c2c1OC1=CC(=O)/C(=C(/C)N)C(=O)C12C (stereo unspecified),-14%
COc1cc(CN2CCC(C(=O)NC(C)(C)C)CC2)ccc1OCc1ccccc1,-3%
CCOC(=O)C(=O)Nc1ccc(S(=O)(=O)Nc2nccc(C)n2)cc1,?
O=C(OCc1cn([C@@H]2C[C@H](c3ccc(Cl)cc3)N(Cc3cccs3)C[C@H]2O)nn1)c1ccccc1,-3%
COc1ccc(C(=O)c2ccccc2)cc1CN1CCOCC1,1%
COc1cc(OC)c(C=Cc2ccncn2)c(OC)c1,-3%
CCCCSCc1nc2nc(Cl)c(Cl)nc2[nH]1,-21%
C[C@H](O)[C@@H]1C(=O)N2CCc3ccc(N4CCN(C)CC4)cc3[C@@H]2C[C@@H]1N(C)C(=O)c1ccco1,-21%
COc1cc(Cl)cc(/C=N\NC(=O)c2ccc3c(c2)OCO3)c1O,-6%
Cc1ccccc1C(=O)NNS(=O)(=O)c1ccc(F)cc1,-2%
C[C@@H]1CN([C@H](C)CO)S(=O)(=O)c2ccc(Br)cc2O[C@H]1CN(C)C(=O)C1CCCCC1,-1%

# Overlap with the part before: 2 entries, then new ones.
SMILES,POLH inh
Cc1ccccc1C(=O)NNS(=O)(=O)c1ccc(F)cc1,-2%
C[C@@H]1CN([C@H](C)CO)S(=O)(=O)c2ccc(Br)cc2O[C@H]1CN(C)C(=O)C1CCCCC1,-1%
COc1ccc(C2CCc3cc4c(cc3C2=NOC(C)=O)OCO4)cc1OC (stereo unspecified),-13%
C[C@@H]1CN([C@@H](C)CO)C(=O)CCCn2cc(nn2)CO[C@H]1CN(C)C(=O)c1ccc2ccn(C)c2c1,-17%
C[C@H]1CN([C@@H](C)CO)C(=O)c2cc(C#Cc3cccnc3)cnc2O[C@H]1CN(C)Cc1ccc(F)cc1,-4%
O=C(Nc1ccn(CCCNCC(c2ccccc2)c2ccccc2)c(=O)n1)OCc1ccccc1,-22%
CC(=O)Nc1ccc(CN2CCC(N3CCC(C(=O)NC4CC4)CC3)CC2)cc1,-13%
Cc1ccc(C(=O)N(CC(=O)NC2CCCC2)c2ccccc2F)s1,-4%
Cc1ccccc1OCC(=O)OCC(=O)NC1CCCC1,-19%
O=C1CCC2(CCCC2)c2ccccc21,-2%
C=CCn1c(SCC(=O)N2CCN(C(=O)OCC)CC2)nc2c([nH]c3ccccc32)c1=O,-10%
O=C(Cn1ccc(=O)[nH]c1=O)Nc1nccs1,-3%
N#Cc1csc(CCNC(=O)c2ccccc2)n1,-15%
C=CCNC(=O)CSc1nnc(-c2cccc(S(=O)(=O)N3CCOCC3)c2)o1,-7%
C[C@@H]1CN([C@@H](C)CO)C(=O)c2cc(C#CC(C)(C)O)cnc2O[C@@H]1CN(C)C(=O)c1ccccc1F,-13%
CC1=C(C(=O)N(C)C)CC(CC(=O)NCc2cccc3ccccc23)C(=O)N1CCCN1CCCC1=O (stereo unspecified),-10%
CCC1(c2ccccc2)NC(=O)N(CC(=O)Nc2ccc3c(c2)CCC3)C1=O (stereo unspecified),-11%
C[C@@H]1CN([C@H](C)CO)C(=O)CCCn2nncc2CO[C@@H]1CN(C)C(=O)C1CCCCC1,-16%
COc1ccc(C(=O)CSc2nc(=O)n3ccc(C)cc3n2)cc1,?
CCOC(=O)Cn1nc2oc(=O)c(CCN3CCN(c4ccccc4OC)CC3)c(C)c2c1C,-18%
O=C(CNc1cccc(S(=O)(=O)N2CCCCC2)c1)Nc1ccc(C(F)(F)F)cc1,?
O=c1[nH]c2ccc(Br)cc2c(=O)o1,-17%

# Looked up by structure from the list above:
SMILES,POLH inh
Cc1ccccc1C(=O)NNS(=O)(=O)c1ccc(F)cc1,-2%
COc1ccc(C(=O)c2ccccc2)cc1CN1CCOCC1,1%

# Continued.
SMILES,POLH inh
Cc1noc(NS(=O)(=O)c2ccc(NS(=O)(=O)c3ccc(C(C)(C)C)cc3)cc2)c1C,-5%
CCCCCCNC(=O)O[C@]12C[C@@H](C(=O)OC)[C@@H](C(=O)OC)C[C@@]1(O)CN(S(=O)(=O)c1ccc(C)cc1)C2,-12%
C[C@H](CO)N1C[C@H](C)[C@@H](CN(C)S(=O)(=O)c2ccccc2F)Oc2ncc(C#Cc3cccnc3)cc2C1=O,-3%
CN1CCCC1=Nc1ccccc1,-18%
CCn1cc(/C=C(\NC(=O)c2ccccc2)C(=O)NCCN2CCOCC2)c2ccccc21,-3%
CC(C)Oc1ccc(S(=O)(=O)N2CCOCC2)cc1NC(=O)CC1CC2CCC1C2 (stereo unspecified),-18%
O=C(NC(=S)Nc1ccc([N+](=O)[O-])cc1)c1ccco1,-12%
Cc1ccc2ccc(C#N)cc2c1O,-4%
C[C@@H]1CN([C@@H](C)CO)C(=O)c2cc(Br)cnc2O[C@@H]1CN(C)C(=O)C1CCCCC1,-10%
COc1ccc(CN(C)C[C@H]2OCCCC[C@@H](C)Oc3ccc(NC(=O)c4ccccc4)cc3C(=O)N([C@H](C)CO)C[C@@H]2C)cc1,-6%
Cc1cc2c(cc1C)N(C(=O)CCl)CC(=O)N2,-2%
Cc1ccc(CCN2CC(C(=O)NC3CCC(C)CC3)CC2=O)cc1 (stereo unspecified),-14%
O=C(COC(=O)CN1C(=O)c2ccccc2C1=O)Nc1ccccc1C(F)(F)F,-2%
C#CCN(C[C@H]1[C@H](OC(=O)NCc2ccc(OC)c(OC)c2)[C@H](OC(=O)NCc2ccc(OC)c(OC)c2)C[C@H]2C(=O)N(c3ccccc3)C(=O)[C@@H]12)S(=O)(=O)c1ccc(C)cc1,-5%
C[C@H]1CN([C@@H](C)CO)C(=O)c2cc(Br)cnc2O[C@@H]1CN(C)C(=O)Nc1ccc(C(F)(F)F)cc1,-14%
O=C(COc1ccc(Cl)cc1)N1CCN(S(=O)(=O)c2cc(F)ccc2F)CC1,-9%
O=C(C[C@@H]1C[C@@H]2c3cc(NS(=O)(=O)c4ccc(F)cc4)ccc3O[C@@H]2[C@@H](CO)O1)NC1CCCCC1,-6%
O=S1(=O)N[C@@H](Cc2ccccc2)COc2ccc(Cl)cc21,-8%
CC1CC(C)CN(S(=O)(=O)c2ccc(C(=O)OCC(=O)Nc3ccccc3)cc2)C1 (stereo unspecified),-15%
COc1ccc(-c2ccc(CN3C(CC(C)C)C(=O)N(Cc4cn(CC5CCCCC5)nn4)CCS3(=O)=O)cc2)cc1 (stereo unspecified),-7%
COc1ccccc1N(CC(=O)NCc1ccccc1)S(=O)(=O)c1cccs1,-10%
CCOC(=O)c1ccc(NC(=O)c2ncn3c2C(=O)NC[C@@H]3C)cc1,?
O=C(Cc1ccc([N+](=O)[O-])cc1)NCCS(=O)(=O)N1CCN(c2ccccc2)CC1,4%
O=C(COC(=O)c1cc(Br)ccc1O)NCCC1=CCCCC1,-7%
C[C@@H]1CN([C@H](C)CO)C(=O)CCCn2nncc2CO[C@H]1CN(C)C,-3%
Cn1c(=O)c2c(-c3ccccc3)n(-c3cc([N+](=O)[O-])ccc3O)cc2n(C)c1=O,5%
C[C@H](CO)N1C[C@H](C)[C@H](CN(C)Cc2ccc(Oc3ccccc3)cc2)Oc2cc(Br)ccc2S1(=O)=O,-16%
N#CC(=C1C=C(Br)C(=NO)C=C1Cl)c1ccc(Cl)cc1,-13%
S=C(NCCCN1CCOCC1)NN=C1c2ccccc2-c2ccccc21,-16%
CCC/C=C/c1ccc(CN2C(C(C)C)C(=O)N(Cc3cn(CCOCOC)nn3)CCS2(=O)=O)cc1 (stereo unspecified),-16%
C[C@H](CO)N1C[C@H](C)[C@H](CN(C)C(=O)N[C@H](C)c2ccccc2)OCc2ccccc2-c2c(n(C)c3ccccc23)C1=O,-11%
Cc1c(C(=O)NC2CC(C)(C)NC(C)(C)C2)oc2c(Cl)cccc12,-17%
CCC(=O)c1cn(CC(=O)Nc2ccc(F)cc2)c2ccccc12,-3%
CC(C)n1ncc2c(C(=O)Nc3ccccc3SCC(N)=O)cc(C3CC3)nc21,-5%
Cc1ccc(S(=O)(=O)N2CCN(C(=O)N3CCCCC3)CC2)c(C)c1,-13%
Cc1nc2ccccc2nc1CC(O)(c1ccccc1)c1ccccc1,-10%
C[C@H](CO)N1C[C@H](C)[C@@H](CN(C)Cc2ccncc2)Oc2ncc(Br)cc2C1=O,-12%
O=C(Cc1cccc2ccccc12)NN=Cc1ccc2c(c1)CCC2,1%
N#CC(Cc1cccs1)c1nc2ccccc2[nH]1 (stereo unspecified),-15%
CN(C)C(=O)c1ccc(NC(=O)c2cccc(-n3cnnn3)c2)cc1,0%

# An excerpt from above in order of their number in POLH inh, rising:
SMILES,POLH inh
C[C@H](CO)N1C[C@H](C)[C@H](CN(C)Cc2ccc(Oc3ccccc3)cc2)Oc2cc(Br)ccc2S1(=O)=O,-16%
N#CC(Cc1cccs1)c1nc2ccccc2[nH]1 (stereo unspecified),-15%
N#CC(=C1C=C(Br)C(=NO)C=C1Cl)c1ccc(Cl)cc1,-13%

# Continuation.
SMILES,POLH inh
COc1ccc(CCNC(=O)c2ccc3c(c2)S(=O)(=O)N=C2CCCCCN23)cc1OC,-4%
O=C(COc1ccc(F)cc1Br)Nc1ccccc1N1CCCC1,-10%
C[C@@H]1CN([C@@H](C)CO)C(=O)CCCn2cc(nn2)CO[C@H]1CN(C)C(=O)OCc1ccccc1,1%
c1ccc(CN=C2CCCc3ccccc3N2)cc1,2%
CC(=O)N1CCC(C(=O)Nc2cc(S(=O)(=O)N3CCCCC3)ccc2C)CC1,-9%
C[C@@H]1CCCCO[C@@H](CN(C)C(=O)CCCN(C)C)[C@@H](C)CN([C@H](C)CO)C(=O)c2cc(NC(=O)CCC(F)(F)F)ccc2O1,1%
COc1ccc([C@@H]2C[C@H]3[C@@H](CN2S(=O)(=O)c2ccccc2)C(=O)C[C@@H](c2ccc(C)cc2)N3S(=O)(=O)c2ccc(C)cc2)cc1,-19%
O=C(OCc1cn([C@H]2C[C@H](c3ccc(Cl)cc3)N(C(=O)C3CCCCC3)C[C@@H]2O)nn1)c1ccccc1,-13%
COc1ccccc1Cn1c(=S)[nH]c2cc(C(=O)N3CC(C)CC(C)C3)ccc2c1=O (stereo unspecified),-9%
Cc1ccc([C@H]2N[C@]3(CCCN(Cc4cccn4C)C3=O)[C@H]3C(=O)N(Cc4ccccc4)C(=O)[C@@H]23)cc1,-18%
O=C(C[C@H]1C[C@@H]2c3cc(NC(=O)Nc4ccccc4)ccc3O[C@@H]2[C@@H](CO)O1)NCC1CC1,-6%
O=S(=O)(Cc1nnnn1-c1ccc(Br)cc1)c1ccccc1,-2%
CS(=O)(=O)N(CC(=O)N1CCCC1)c1ccc(F)cc1,-20%
COc1ncnc2c1ncn2CCCN(C)CCc1ccccn1,-1%
CC1(C)Cc2c(sc(NC(=O)Cc3ccccc3)c2C#N)C(C)(C)N1,-7%
COc1cccc(CNC(=O)c2cc(S(=O)(=O)N3CCCCC3)ccc2C)c1,-4%
C#CCN(C[C@@H]1[C@@H](OC(=O)Nc2cccs2)[C@@H](OC(=O)Nc2cccs2)Cn2c(=O)ccc(=O)n21)S(=O)(=O)c1ccc(C)cc1,-9%
CCOC(=O)N(C)C[C@H]1OCc2cnnn2CCCC(=O)N([C@H](C)CO)C[C@H]1C,-10%
CC1CCCCC1NC(=O)CN1CCC(NC(=O)C(C)(C)C)CC1 (stereo unspecified),-5%
C[C@H]1Cn2cnc(C(=O)N[C@H](C)c3ccccc3)c2C(=O)N1,-2%

# A draw from above in order of formula weight, descending:
SMILES,POLH inh
O=C(OCc1cn([C@H]2C[C@H](c3ccc(Cl)cc3)N(C(=O)C3CCCCC3)C[C@@H]2O)nn1)c1ccccc1,-13%
COc1cccc(CNC(=O)c2cc(S(=O)(=O)N3CCCCC3)ccc2C)c1,-4%
COc1ncnc2c1ncn2CCCN(C)CCc1ccccn1,-1%
CS(=O)(=O)N(CC(=O)N1CCCC1)c1ccc(F)cc1,-20%

# Going on with the list:
SMILES,POLH inh
Cc1ccc(Cc2c(-c3ccccc3)nc3cc(C)ccn23)cc1,-23%
COc1ccccc1S(=O)(=O)N(C)C[C@@H]1OCc2cnnn2CCCC(=O)N([C@@H](C)CO)C[C@@H]1C,-1%
Nn1c(SCC(=O)NC2CCCC2)nnc1C(F)(F)F,-15%
Nc1ccn([C@@H]2O[C@H](CNCc3ccc(Oc4cc(-n5cccn5)ncn4)cc3)[C@@H](O)[C@H]2O)c(=O)n1,-3%
C[C@@H]1CN([C@@H](C)CO)C(=O)c2cc(NS(C)(=O)=O)ccc2O[C@@H](C)CCCCO[C@H]1CN(C)Cc1ccc2c(c1)OCO2,-26%
COc1ccc(CCNC(=O)CNC(=O)N2CC(=O)Nc3ccccc32)cc1OC,-19%
COc1ccccc1NC(=O)COC(=O)Cn1c(C)csc1=O,-9%
O=C1OC(Cc2ccccc2)(c2ccccc2)c2ccccc21 (stereo unspecified),-26%
COCOCCn1cc(CN2CCS(=O)(=O)N(Cc3ccc(-c4ccc(OC)c(OC)c4)cc3)C(C)C2=O)nn1 (stereo unspecified),-2%
Cc1cccc(-c2ccc3[nH]c4c(c3c2)CCN2C[C@@H]([C@H](C)OC(=O)Nc3ccccc3C)[C@@H](N(C)C(=O)Nc3ccccc3C)C[C@@H]42)c1,-14%
